Bioassay records deposited in PubChem by National Center for Advancing Translational Sciences (NCATS).
TSG101-PTAP inh: qHTS Validation Assay for Inhibitors of HIV-1 Budding by Blocking the Interaction of PTAP/TSG101: Sytravon Library Screen. Tumor susceptibility gene 101 protein (Homo sapiens), Q99816. Fluorescence polarization, FITC-PTAP peptide/Tsg101, 20 min. Potency, µM (highest dose often 115 µM), for the others: at the top dose activity change, negative = inhibition, actives largely listed as inhibitors. 44,000 tested, under 10 active; also: potency is read from the fitted curve at half-maximal effect; 0% is about no effect
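Compounds pinned into 10 uM Tsg101 binding domain, then 50 nM FITC-PTAP peptide added in pH 7.5 HEPES buffer; FP read after 20 min, room temperature. Total S+P intensity flags fluorescent compounds; active cut-off <25 µM, efficacy <60%.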
NTMT1 inh: Primary qHTS for Inhibitors of N-terminal methyltransferase 1 (NTMT1): MTaseGlo Assay; N-terminal Xaa-Pro-Lys N-methyltransferase 1 (Homo sapiens), Q9BV86; NTMT1 MTase-Glo SAH luminescence, purified enzyme; Potency, µM (series often up to 114 µM), for inactives: top-dose activity change, negative = inhibition, actives largely listed as inhibitors; 59,000 tested, 2.5% active; AID 1645870, 2021;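 also: potency is read from the fitted curve at half-maximal effect; plate controls were DMSO vehicle for no effect and no enzyme for full effect; nearly all actives have a fitted effect of over 65% in size; many of its hits are not listed in these tables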
Target sequence (Q9BV86 whole entry, looked up): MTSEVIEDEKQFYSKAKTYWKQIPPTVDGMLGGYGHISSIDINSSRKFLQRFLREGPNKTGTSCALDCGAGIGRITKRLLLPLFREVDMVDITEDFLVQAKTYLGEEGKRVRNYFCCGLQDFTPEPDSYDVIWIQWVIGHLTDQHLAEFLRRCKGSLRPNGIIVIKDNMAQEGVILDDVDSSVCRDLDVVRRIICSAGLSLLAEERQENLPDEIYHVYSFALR
GALK inh: qHTS Assay for Inhibitors of Human Galactokinase (GALK): NCGC Sytravon Library Screen; 44,000 tested, under 10 active; recombinant GALK, Kinase-Glo ATP luminescence, 1 h; Potency, µM (series often up to 57.5 µM), inactives show top-dose activity, negative = inhibition, most hits filed as inhibitors; P51570;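 also: plate controls were full GALK reaction for no effect and reaction lacking GALK for full effect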
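Human GALK (5 nM) was incubated with 35 uM ATP and 100 uM galactose in 20 mM HEPES pH 8.0 with MgCl2, NaCl, DTT and BSA for 1 h at room temperature. Remaining ATP was measured by Kinase-Glo Plus luminescence.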
p53null 39C tox: qHTS Screen for Compounds that Selectively Target Cancer Cells with p53 Mutations: Cytotoxicity of p53 Null Cells at the Nonpermissive Temperature. AID 904, 2007. H1299 p53-null (neo) cells, 39C, ATPlite viability, 24 h. Potency, µM (top dose mostly 46.1 µM), for the others: at the highest dose activity, negative = cell killing, most hits filed as cytotoxic. 55,000 tested, 0.97% active;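 also: potency is read from the fitted curve at half-maximal effect; 0% = DMSO only and -100% = full killing by 100 µM tamoxifen; nearly all actives have a fitted effect of over 50% in size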
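H1299 lung cancer cells, p53-null (H1299-neo) or expressing p53 A138V (H1299-p53A138V), were plated overnight at 37C, then exposed to compounds at up to 46 uM for 24 hr at 39C. Viability was read by ATP-based luminescence.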
FH mod: Identification of activators of human fumarate hydratase by quantitative high-throughput screening; 54,000 tested, 0.22% active; Potency, µM (doses to about 79.9 µM), without a hit: at the top dose activity change, negative = inhibition, most hits filed as inhibitors; AID 1347055, 2019; FH coupled MDH/diaphorase resazurin fluorescence, 15 min; Fumarate hydratase, mitochondrial (Homo sapiens), P07954; also: potency is read from the fitted curve at half-maximal effect; % is scaled to controls: 0 for no effect and ±100 for the full control effect; the screen sought activators but most active calls are inhibition curves; nearly all actives have a fitted effect of over 45% in size
Target sequence (P07954 whole entry, looked up): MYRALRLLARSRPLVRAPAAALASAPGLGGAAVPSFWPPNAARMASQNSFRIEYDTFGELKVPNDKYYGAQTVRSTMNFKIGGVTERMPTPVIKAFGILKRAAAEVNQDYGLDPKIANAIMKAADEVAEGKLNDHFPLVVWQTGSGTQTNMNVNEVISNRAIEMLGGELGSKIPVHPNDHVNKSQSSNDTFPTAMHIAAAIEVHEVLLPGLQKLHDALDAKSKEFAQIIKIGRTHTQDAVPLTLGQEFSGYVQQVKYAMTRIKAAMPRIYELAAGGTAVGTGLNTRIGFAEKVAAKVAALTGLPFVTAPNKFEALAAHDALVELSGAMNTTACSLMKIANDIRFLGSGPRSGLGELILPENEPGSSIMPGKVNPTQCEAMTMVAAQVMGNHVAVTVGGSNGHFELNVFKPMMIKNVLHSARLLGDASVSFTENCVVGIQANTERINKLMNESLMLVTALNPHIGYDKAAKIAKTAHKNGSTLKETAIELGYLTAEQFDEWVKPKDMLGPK
B2AR arrestin ag: qHTS assay of beta-arrestin-biased ligands of beta2-adrenergic receptor: NCGC Sytravon Library Screen. HTLA Tango cells, beta-arrestin recruitment, luciferase luminescence, 18 h. Potency, µM (doses to about 46.1 µM), for the others: top-dose activation, most hits filed as activators. 44,000 tested, under 10 active;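 also: potency is read from the fitted curve at half-maximal effect; 0% = DMSO and full agonism = EC100 isoproterenol or metaproterenol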
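Tango cells expressing recombinant beta2-AR and beta-arrestin were treated with compounds (up to 46 microM titration) in DMEM with 1% FBS for 18 hr at 37 degrees C. Beta-arrestin recruitment drove tTA-dependent luciferase, read by luminescence; curves were fitted and classed.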
p53null 32C kill: qHTS Screen for Compounds that Selectively Target Cancer Cells with p53 Mutations: Cytotoxicity of p53 Null Cells at the Permissive Temperature | H1299-neo p53 null cells, ATP luminescence, 24 h, 32C | Potency, µM (doses to about 46.1 µM), without a hit: at the highest dose activity change, negative = cytotoxicity, actives largely listed as cytotoxic | 55,000 tested, 0.62% active;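 also: potency is read from the fitted curve at half-maximal effect; 0% = DMSO only and -100% = full killing by 100 µM tamoxifen; nearly all actives have a fitted effect of over 55% in size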
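H1299-neo (p53 null) cells, 600/well, treated 24 h at 32C with compound up to 46 uM; ATPlite luminescence viability, normalized to DMSO and 100 uM tamoxifen; AC50 by Hill fit.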
* marks the source's active call; other numbers are inactive results; ? = inconclusive; . = no result given; [ ] = remark or other dose. Calls follow the shape of the dose curve; as a rule, active = well fitted curve in the direction sought with a large enough effect; inconclusive = small, poorly fitted or top-dose-only effect, or another doubt; inactive = no such curve, though single readings can be large; an effect the other way counts as inactive or inconclusive.

Order of values – GALK inh	FH mod	p53null 32C kill	p53null 39C tox	TSG101-PTAP inh	B2AR arrestin ag	NTMT1 inh
CCc1ccc(CNC(=O)c2cnc3sc(N(CC)CC)nn3c2=O)cc1
  1%	-1%	-10%	-6%	0%	0%	-4%
COc1cc2nc(NC(=O)c3ccc(S(=O)(=O)N4CCOCC4)cc3)sc2cc1OC
  0%	-2%	-2%	6%	-10%	-1%	-1%
Cc1nn(-c2ccccc2)c(-n2cccc2)c1C(=O)NCCCN1CCN(c2ccccc2F)CC1
  -3%	3%	2%	-16%	5%	-3%	-1%
COc1ccc(N(Cc2cccs2)C(=O)c2ccc(C(C)(C)C)cc2)cc1
  ?	-35%	37%[activator]	11%	-3%	-5%	-4%
O=C(Cn1c(=O)n(Cc2ccc(C(=O)NCc3ccc4c(c3)OCO4)cc2)c(=O)c2ccccc21)Nc1cccc(Cl)c1
  1%	-5%	7%	18%	-3%	0%	13%
Cc1cc(C)cc(NC(=O)C2CCN(S(=O)(=O)c3cccc4nonc34)CC2)c1
  -7%	-17%	1%	2%	-1%	-3%	5%
CCCN1CCN(c2ncnc3sc(C(=O)Nc4ccc(OC(F)(F)F)cc4)c(C)c23)CC1
  3%	?	9%	-17%	2%	-1%	-4%
COc1ccc(OC)c(NC(=O)c2c(C)oc3ncnc(N4CCOCC4)c23)c1
  2%	-23%	-3%	-15%	2%	1%	-17%
Cc1cc(C)cc(Nc2cc(C(=O)NCCCN(Cc3ccccc3)C(C)C)c3ccccc3n2)c1
  3%	-19%	-5%	14%	2%	-2%	14%
COc1ccc2cc(-c3nc(Cl)c4c5c(sc4n3)CCCC5)c(=O)oc2c1
  -13%	-7%	4%	3%	16%	0%	16%
CCOc1ccccc1CNC(=O)c1ccc(-c2nc(CSc3ccc(C)cc3)c(C)o2)cc1
  1%	-5%	8%	3%	-2%	2%	-17%
Cc1cc(C)cc(OCC(=O)Nc2ccc(S(=O)(=O)Nc3onc(C)c3C)cc2)c1
  -2%	2%	-7%	3%	0%	1%	20%
CCN(C(=O)c1cc2c(s1)-c1ccccc1OC2)c1cccc(C(F)(F)F)c1
  4%	?	14%	19%	0%	0%	-17%
COc1ccc(S(=O)(=O)c2c(Nc3c(C)cccc3C)sc(C(=O)c3ccc(F)cc3)c2N)cc1
  0%	-4%	16%	30%	-6%	0%	-24%
COc1ccc(NC(=O)Cn2c(=O)n(Cc3ccccc3)c(=O)c3sc4ccccc4c32)cc1
  -10%	1%	?	-5%	-2%	1%	-3%
COc1ccc(OC)c(CCNC(=O)Cn2ccc3cc(S(=O)(=O)N4CCCCC4)ccc32)c1
  6%	-28%	17%	20%	-1%	0%	-3%
COc1ccc(S(=O)(=O)n2nc(C)c(S(=O)(=O)N3CCCCCC3)c2C)cc1OC
  -1%	3%	0%	-12%	-2%	2%	7%
COCCCNC(=O)c1ccc(Cn2c(=O)c3ccccc3n(CC(N)=O)c2=O)cc1
  2%	6%	22%	-4%	-7%	-2%	-2%
COc1cccc(C(=O)Nc2cc(-c3cn4cccnc4n3)ccc2C)c1OC
  0%	-3%	-2%	30%	-2%	0%	10%
Cc1cc(Nc2cccc(Cl)c2)nc2ccc(NC(=O)COc3ccc(Cl)cc3)cc12
  0%	-31%	-8%	-11%	3%	0%	0%

Two compounds from above, showing only B2AR arrestin ag:
smiles | B2AR arrestin ag
COc1ccc(S(=O)(=O)n2nc(C)c(S(=O)(=O)N3CCCCCC3)c2C)cc1OC | 2%
COc1ccc(OC)c(CCNC(=O)Cn2ccc3cc(S(=O)(=O)N4CCCCC4)ccc32)c1 | 0%

New compounds follow:
Order of values – GALK inh	FH mod	p53null 32C kill	p53null 39C tox	TSG101-PTAP inh	B2AR arrestin ag	NTMT1 inh
Cc1ccc2c(=O)cc(C(=O)Nc3sc4c(c3C(=O)NCC3CCCO3)CCC4)oc2c1 (configuration not stated)
  1%	-4%	-1%	26%	1%	-2%	-19%
Cc1ccc(Cl)cc1NC(=O)C(C)n1nnc2sc(-c3ccccc3)cc2c1=O (configuration not stated)
  -3%	-1%	-5%	-6%	0%	-1%	?
COc1ccc(S(=O)(=O)Cc2ccc(C(=O)NC3CCCCC3)o2)cc1
  0%	-7%	8%	-10%	-9%	-1%	?
CCc1cccc(C)c1Nc1c(-c2cccc(O)c2)nc2nc(C)cc(C)n12
  -1%	-17%	15%	-5%	23%	0%	-6%
CCOc1ccc(CC(=O)Nc2c(C(=O)c3ccc(F)cc3)oc3ccccc23)cc1OCC
  0%	-4%	14%	-2%	0%	1%	9%
CCOc1ccccc1OCCCCn1c(-c2ccc(Cl)cc2)nc2ccccc2c1=O
  0%	4%	3%	6%	1%	-2%	5%
COC(=O)c1ccc(Cn2c(SCC(=O)NCc3ccccc3)nc3ccccc32)cc1
  -5%	?	4%	0%	-9%	9%	6%
CCc1ccc(Nc2nn(-c3ccc(OC(F)(F)F)cc3)nc2C(C)=O)cc1
  0%	1%	4%	?	-1%	-2%	4%
O=C1CCSC2(C(=O)N(Cc3ccc(F)cc3)c3ccccc32)N1c1cccc(F)c1 (configuration not stated)
  0%	-24%	2%	-6%	-2%	-1%	0%
Cc1c(C(=O)N(C)c2ccccc2)sc2nc(-c3ccc(F)cc3)cn12
  -1%	-22%	0%	?	0%	0%	?
O=C(Nc1ccc(-n2nncc2-c2ccccc2)cc1)c1cccc(F)c1
  0%	-15%	-1%	-9%	-2%	0%	14%
CC(Sc1nc(=O)cc(N)n1CCc1ccccc1)C(=O)Nc1ccccc1C#N (configuration not stated)
  7%	-10%	14%	-15%	0%	-2%	-5%
COc1ccc(-n2c(=O)c3c(c4cc(OC)ccc4n3C)n(Cc3c(F)cccc3Cl)c2=O)cc1
  -1%	-10%	-1%	7%	4%	0%	14%
CCCC(=O)Nc1ccc2nc(SCCOc3ccccc3)sc2c1
  0%	-4%	-3%	-5%	5%	?	20%
COc1ccc(CCNc2ncnc3c2nnn3C)cc1
  -1%	-19%	-11%	?	0%	-3%	-22%
COc1ccc(S(=O)(=O)c2cn(C)c3cc(N4CCOCC4)c(F)cc3c2=O)cc1
  4%	-3%	-1%	-5%	-14%	-1%	-10%
Clc1cccc(-c2nnc(CN3CCN(c4ccccn4)CC3)o2)c1
  1%	-21%	-2%	-14%	2%	1%	-15%
Cc1cccc(CCNC(=O)c2c[nH]c3ccc(S(=O)(=O)Nc4ccccc4F)cc3c2=O)c1
  -2%	-2%	-1%	20%	0%	-1%	2%
Cc1ccc(NC(=O)C2CCN(S(=O)(=O)c3ccc4[nH]c(=O)ccc4c3)CC2)cc1C
  1%	-9%	5%	-2%	-4%	1%	0%
CCCCOc1ccc(C(=O)Nc2ccc(-c3nc4ccccc4s3)cc2C)cc1
  8%	-11%	-16%	-10%	2%	0%	-14%
CCOC(=O)c1c(C)[nH]c(C)c1S(=O)(=O)NCC(=O)NCc1cccc(C)c1
  -2%	-11%	-3%	-15%	1%	3%	9%
Cc1cccc(NC(=O)CC2C(=O)OCCN2Cc2ccccc2)c1 (configuration not stated)
  10%	9%	.	.	1%	1%	-13%
CCOc1ccc(-c2cc(NC(=O)Nc3ccccc3Cl)c(C(=O)OC)s2)cc1
  5%	-17%	-17%	?	2%	-3%	0%
COc1ccccc1C(=O)Nc1cccc(C(=O)OCc2cc(=O)n3ccsc3n2)c1
  2%	0%	-1%	2%	-2%	0%	6%
Cc1ccc(C)c(NC(=O)C2CCCN(S(=O)(=O)c3cccc4nsnc34)C2)c1 (configuration not stated)
  7%	-4%	6%	6%	-7%	-1%	-1%
Cc1ccc(C(=O)c2oc3ccccc3c2NC(=O)COc2ccc(C(C)(C)C)cc2)cc1
  7%	1%	10%	1%	-4%	1%	4%
COc1ccc(C)cc1NC(=O)Cn1c(=O)oc2cc(S(=O)(=O)NCc3ccccc3)ccc21
  0%	2%	8%	10%	-2%	-1%	9%
O=C(C1CCC(Cn2c(=O)c3sccc3n(Cc3ccccc3)c2=O)CC1)N1CCOCC1 (configuration not stated)
  -2%	-2%	-3%	-1%	-1%	0%	6%
Cc1cccc(OC(=O)c2snnc2C)c1C
  2%	-9%	-2%	-16%	-3%	-3%	4%
CCN(CC)C(=O)CSc1nc2cc3c(cc2c(=O)n1CCCC(=O)NCc1ccc2c(c1)OCO2)OCO3
  0%	-1%	10%	-6%	1%	-1%	?
CC(=O)c1ccc(N2CCN(C(=O)Cn3ncc4c3-c3ccccc3OC4)CC2)cc1
  -12%	-8%	-11%	-15%	-5%	0%	-7%
COc1cccc(NC(=O)CSc2nc(=O)n(Cc3ccncc3)c3c2CCC3)c1
  1%	4%	0%	12%	-6%	-4%	-6%
O=C(Cn1c(=O)n2nc(-c3cccc(F)c3)nc2c2ccccc21)NCc1ccc(Cl)cc1
  2%	-7%	-3%	26%	1%	-2%	-4%
Cc1ccc(C)c(N2CCN(S(=O)(=O)c3cc(C(=O)Nc4cc(Cl)cc(Cl)c4)ccc3F)CC2)c1
  0%	0%	0%	12%	-2%	0%	8%
CCc1ccc(C(=O)c2cn(Cc3ccccc3)c3cc(OC)c(OC)cc3c2=O)cc1
  -2%	-13%	-8%	16%	-12%	-2%	2%
CCOc1cccc(NC(=O)CSc2ncc(-c3ccccc3)[nH]2)c1
  4%	-26%	-11%	-21%	-2%	0%	-3%
COc1ccc(NC(=O)c2ccc3oc(=O)c(S(=O)(=O)c4ccc(F)cc4)cc3c2)cc1OC
  0%	-12%	-7%	76%[activator]	4%	-1%	-5%
COc1cccc(-c2ccc3c(N)c(C(=O)c4ccc(Br)cc4)sc3n2)c1
  1%	7%	-29%	-16%	8%	-2%	5%
COc1ccc(NC(=O)Cn2nc(-c3ccncc3)ccc2=O)cc1Cl
  1%	-13%	6%	20%	-5%	0%	2%
CCN(c1ccccc1)S(=O)(=O)c1nnc(NC(=O)COc2ccccc2F)s1
  -3%	-3%	5%	-17%	0%	2%	-2%
Cc1nn2c(=O)cc(COC(=O)c3ccc(NC(=O)c4ccc(C(C)(C)C)cc4)cc3)nc2s1
  -3%	3%	-22%	-24%	-3%	0%	4%

These rows are one share of the data. The share of hits here may be higher or lower than overall.
